EPAC2 antag – EPAC2 (human) antagonism | Q8WZA2 | EPAC2 GEF exchange of Rap1B-BODIPY-GDP, fluorescence | Potency, µM (highest dose often 114 µM), without a hit: at the highest dose activity, negative = inhibition, most hits filed as inhibitors | 360,000 compounds, 0.18% hits | AID 720708; also: % is scaled to controls: 0 for no effect and ±100 for the full control effect; nearly all actives have a fitted effect of over 45% in size; many of its hits are not listed in these tables
Target sequence (Q8WZA2 whole entry, looked up): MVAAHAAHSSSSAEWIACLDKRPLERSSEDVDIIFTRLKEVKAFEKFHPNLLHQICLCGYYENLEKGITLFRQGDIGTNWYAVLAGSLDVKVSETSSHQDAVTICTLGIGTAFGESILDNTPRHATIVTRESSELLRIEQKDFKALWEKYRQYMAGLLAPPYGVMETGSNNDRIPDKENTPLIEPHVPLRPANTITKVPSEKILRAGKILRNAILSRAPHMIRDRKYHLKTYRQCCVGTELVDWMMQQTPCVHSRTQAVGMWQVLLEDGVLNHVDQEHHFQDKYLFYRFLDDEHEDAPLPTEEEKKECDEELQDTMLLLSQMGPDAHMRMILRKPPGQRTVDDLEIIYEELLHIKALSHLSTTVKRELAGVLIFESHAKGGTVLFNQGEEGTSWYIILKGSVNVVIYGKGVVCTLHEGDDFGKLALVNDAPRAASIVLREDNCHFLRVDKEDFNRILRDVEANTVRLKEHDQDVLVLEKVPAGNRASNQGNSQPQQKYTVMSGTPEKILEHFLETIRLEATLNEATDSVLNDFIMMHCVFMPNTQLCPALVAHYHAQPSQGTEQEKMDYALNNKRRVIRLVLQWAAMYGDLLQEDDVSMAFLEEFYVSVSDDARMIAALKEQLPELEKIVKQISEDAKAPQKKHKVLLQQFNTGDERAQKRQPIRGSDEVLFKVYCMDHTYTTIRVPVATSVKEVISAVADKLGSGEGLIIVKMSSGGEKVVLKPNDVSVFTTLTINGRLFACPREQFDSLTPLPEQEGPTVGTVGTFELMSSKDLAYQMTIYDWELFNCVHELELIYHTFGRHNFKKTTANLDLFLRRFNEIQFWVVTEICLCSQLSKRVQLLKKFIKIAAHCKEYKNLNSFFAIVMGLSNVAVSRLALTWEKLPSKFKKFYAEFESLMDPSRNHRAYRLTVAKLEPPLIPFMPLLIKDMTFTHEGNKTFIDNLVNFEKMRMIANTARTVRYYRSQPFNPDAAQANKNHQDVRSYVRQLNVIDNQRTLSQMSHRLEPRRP
EPAC2 agonist – activates human EPAC2 exchange factor. Q8WZA2. EPAC2 activation, biochemical qHTS; response scale: 100% = 6.5 mM cAMP response. Potency, µM (top dose mostly 154 µM), without a hit: at the top dose activation, hits mostly activators. 360,000 compounds, 0.079% hits. AID 720711; also: nearly all actives have a fitted effect of over 50% in size
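Readout is BODIPY fluorescence (480 nm excitation, 540 nm emission), which falls as labeled GDP is exchanged off Rap1B. EPAC2 at 100 nM acted on 250 nM RAP1B-BODIPY-GDP with 50 uM GDP present.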
EPAC1 agonist – agonists of human EPAC1 | O95398 | EPAC1 agonist qHTS, biochemical assay; response scale: 100% = response to 6.5 mM cAMP | Potency, µM (top dose mostly 154 µM), without a hit: at the top dose activation, actives largely listed as activators | 360,000 compounds, 0.073% hits | AID 720707; also: nearly all actives have a fitted effect of over 60% in size
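Fluorescent GDP-exchange assay: 100 nM EPAC1 with 250 nM Rap1B preloaded with BODIPY-GDP and 50 uM GDP; compounds tested as concentration series, 5 min at room temperature, then read every 5 min for 30 min (ex 480/em 540 nm); normalized to 6.5 mM cAMP.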
EPAC1 antagonist – blocks human EPAC1 exchange factor | Potency, µM (top dose mostly 115 µM), for the others: at the top dose activity change, negative = inhibition, actives largely listed as inhibitors | AID 720709 | EPAC1 GEF assay, Rap1b-BODIPY-GDP exchange fluorescence | 360,000 compounds, 0.14% hits | O95398;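 also: plate controls were vehicle for no effect and positive control for full effect; nearly all actives have a fitted effect of over 50% in size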
TDP-43 yeast inh – TDP-43 toxicity inhibition in yeast. TDP-43 expressing yeast growth rescue, BacTiter-Glo, 24 h. Potency, µM (doses to about 46.1 µM), for the others: at the top dose growth rescue (activation), actives largely listed as activators. 410,000 compounds, 1.8% hits; also: % of control where 0% means no effect; nearly all actives have a fitted effect of over 50% in size
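Cell-based yeast growth screen: TDP-43 expression induced in galactose, inoculum OD600=0.02 after raffinose pregrowth to mid-log. Read-out BacTiter-Glo luminescence at 24 hr, 30 deg C; inhibition of toxicity seen as signal increase.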
PTHR1 ag – activates the human parathyroid hormone receptor PTHR1 | Q03431 | HEK293 GP2 PTHR1 cells, GloSensor cAMP luminescence, 1 h | Potency, µM (doses to about 115 µM), without a hit: at the top dose activation, hits mostly activators | 410,000 compounds, 0.075% hits; also: nearly all actives have a fitted effect of over 55% in size; some results filed as inactive show a strong effect at the top dose; inactives centre near -15; many of its hits are not listed in these tables
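HEK-293-derived GP2 cells expressing PTHR1 and a GloSensor cAMP reporter, 3,000/well, plated overnight, given luciferin plus IBMX (each 0.5 mM as added) for 1 h at 37 °C, then compound for 1 h at 37 °C. Luminescence was read after 15 min at room temperature.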
FUS yeast rescue – rescues growth of FUS-expressing yeast | S. cerevisiae FUS-expressing, growth rescue, OD600, 24 h | Potency, µM (titrated, usually from 76.6 µM), for inactives: at the highest dose growth rescue (activation), hits mostly activators | 390,000 compounds, 0.24% hits | AID 1347120;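 also: plate controls were DMSO vehicle for no effect and reference control for full effect; nearly all actives have a fitted effect of over 55% in size; some results filed as inactive show a strong effect at the top dose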
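FUS-expressing yeast, raffinose-pregrown, induced in 2% galactose minimal medium at OD 0.005; compounds in a dilution series, 24hr at 30C. Growth restoration read as absorbance at 600 nm. CP55940 positive control, DMSO negative.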
aSyn rescue – inhibitors of alpha-synuclein toxicity in yeast. Yeast expressing alpha-synuclein, growth rescue, BacTiter-Glo, 24 h. 370,000 compounds, 0.14% hits. Potency, µM (series often up to 46.1 µM), inactives show at the highest dose growth rescue (activation), hits mostly activators; also: % of control where 0% means no effect; nearly all actives have a fitted effect of over 65% in size
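Screening used galactose-induced yeast with toxic alpha-synuclein levels, exposed to compound for 24 hr at 30 deg C. Cell growth, read with BacTiter-Glo luminescence, gave the measured signal.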
Active calls of the source: *; i = inactive; ? = inconclusive; nt = no result given; [ ] = remark or other dose. Calls follow the shape of the dose curve; as a rule, active = well fitted curve in the direction sought with a large enough effect; inconclusive = small, poorly fitted or top-dose-only effect, or another doubt; inactive = no such curve, though single readings can be large; an effect the other way counts as inactive or inconclusive. Potency is read from the fitted curve at half-maximal effect.

SMILES	EPAC2 antag	EPAC2 agonist	EPAC1 agonist	EPAC1 antagonist	TDP-43 yeast inh	PTHR1 ag	FUS yeast rescue	aSyn rescue
CCOC(=O)CN(C(=O)Cn1nnc(-c2ccc(OC)cc2)n1)C(C(=O)NC1CCCC1)c1ccc(F)cc1 (configuration not stated)	-9%	-6%	14%	0%	-9%	i	-7%	1%
COc1cccc(N(CC(=O)N2CCc3ccccc3C2)S(C)(=O)=O)c1	1%	4%	4%	1%	15%	i	11%	4%
CCOC(=O)c1sc2nc(OCCN3CCOCC3)cc(C)c2c1N	4%	6%	1%	6%	25%	i	-7%	0%
COC(C[C@H](O)C[C@H](O)COCc1ccccc1)OC	-4%	-4%	-8%	6%	7%	-17%	-28%	0%
O=C(c1ccc(-c2nc3ccccc3s2)o1)N1CCN(c2ccccc2O)CC1	-1%	8%	-15%	-6%	?	-81%	40%	19%
CC1(C)CC2CC(C)(CN2C(=O)c2cc(-c3ccccc3)on2)C1 (configuration not stated)	-6%	2%	2%	1%	13%	i	26%	-11%
CCC(c1nnc(SCC(=O)N2CC(=O)Nc3ccccc32)n1Cc1ccccc1)N(C)C (configuration not stated)	-1%	-2%	-1%	2%	13%	-46%[inhibitor]	0%	0%
CC[C@@]1(c2ccccc2C)C(=O)N(C(=O)OC)N1C(=O)OC	-1%	6%	-9%	-21%	21%	-29%	-9%	0%
O=C(NCC1CCCCC1)c1ccc2nc([C@@H]3O[C@H](CO)[C@H](O)[C@H](O)[C@H]3O)[nH]c2c1	1%	2%	14%	10%	2%	i	-15%	0%
Cc1nn(-c2ccc(F)cc2)c(Cl)c1/C=N/NC(=O)c1cccs1	4%	-6%	-11%	-1%	9%	-5%	nt	-10%
COc1ccc(S(=O)Cc2ccc(C(=O)N3CCN(C(=O)c4ccco4)CC3)o2)cc1 (configuration not stated)	8%	-4%	-2%	-10%	4%	-18%	8%	-3%
Cn1cccc1C(=O)NCc1ccc(Cl)cc1	-8%	4%	11%	-12%	?	i	15%	2%
CCN1C(=O)c2cccc3c(NC(=O)c4ccc5c(c4)OCCO5)ccc1c23	33%[activator]	16%	9%	-2%	-12%	i	-3%	-10%
Cc1cccc(Nc2nnc(SC(C)C(=O)NC3CC3)s2)c1 (configuration not stated)	-2%	8%	11%	-20%	-7%	-7%	-14%	-3%
COC(=O)c1ccc(NC(=S)NC(=O)c2cc(-c3ccccc3)nc3ccccc23)cc1	0%	17%	9%	-5%	4%	-10%	22%	-4%

Three entries out of the list, ordered by formula weight, descending.
SMILES	EPAC2 antag	EPAC2 agonist	EPAC1 agonist	EPAC1 antagonist	TDP-43 yeast inh	PTHR1 ag	FUS yeast rescue	aSyn rescue
CCC(c1nnc(SCC(=O)N2CC(=O)Nc3ccccc32)n1Cc1ccccc1)N(C)C (configuration not stated)	-1%	-2%	-1%	2%	13%	-46%[inhibitor]	0%	0%
COc1cccc(N(CC(=O)N2CCc3ccccc3C2)S(C)(=O)=O)c1	1%	4%	4%	1%	15%	i	11%	4%
CC[C@@]1(c2ccccc2C)C(=O)N(C(=O)OC)N1C(=O)OC	-1%	6%	-9%	-21%	21%	-29%	-9%	0%

Additional entries follow:
SMILES	EPAC2 antag	EPAC2 agonist	EPAC1 agonist	EPAC1 antagonist	TDP-43 yeast inh	PTHR1 ag	FUS yeast rescue	aSyn rescue
CN(CC(=O)Nc1ccc(F)cc1)C(=O)c1ccc(OCc2cn3ccccc3n2)cc1	2%	4%	6%	-6%	-23%	-5%	11%	-7%
COC(=O)CSc1nc2nc(-c3cccs3)cc(C(F)(F)F)c2c(=O)[nH]1	8%	5%	-9%	6%	1%	-24%	-15%	-2%
Cc1cc(C)cc(Nc2nc3c(S(=O)(=O)c4ccccc4)nnn3c3ccccc23)c1	1%	-1%	-2%	0%	10%	i	nt	2%
CCN(CC)CCN(Cc1cc2cc3c(cc2[nH]c1=O)OCO3)C(=S)NCC(C)C	3%	10%	8%	-15%	2%	-4%	-16%	0%
COc1ccccc1CCC(=O)Nc1ncc(C)s1	3%	3%	6%	8%	29%	i	-12%	-1%
COC(=O)c1cc[n+](CC(=O)c2ccccc2)cc1	2%	5%	-5%	12%	19%	-2%[57.5 µM]	-7%	-16%
O=P(c1ccccc1)(c1ccccc1)C(c1ccccn1)P(=O)(c1ccccc1)c1ccccc1	3%	16%	10%	11%	-8%	i	2%	3%
Cc1csc(NC(=O)c2ccc3ccccc3n2)n1	7%	6%	5%	-1%	25%	-25%	20%	-9%
O=C(Nc1nnc(S(=O)(=O)N2CCCCC2)s1)c1cccc(Br)c1	0%	11%	-4%	-14%	22%	-38%[inhibitor]	-9%	-4%
Cc1ccc(S(=O)(=O)N2c3ccccc3OCC2C(C)(C)C)cc1 (configuration not stated)	-8%	-5%	14%	-17%	15%	i	5%	-12%
COc1ccccc1NC(=O)/C(C#N)=C/c1ccncc1	7%	6%	2%	2%	28%	i	-1%	2%
CN(CC(=O)Nc1ccccc1Cl)C(=O)Cn1nnc(-c2ccc(F)cc2)n1	0%	17%	13%	7%	-10%	i	37%	-3%
Cc1cc(C)c2c(c1)-c1c(ssc1=S)C(C)(C)N2C(=O)CN1C(=O)c2ccccc2C1=O	-19%	5%	5%	-15%	-1%	19%	nt	6%
O=C(NCc1ccccc1)C1CCCN(S(=O)(=O)c2ccc(-n3cnnn3)cc2)C1 (configuration not stated)	4%	-3%	-3%	-17%	1%	-28%	-5%	3%
CN(C)C(CNC(=O)Cc1ccc([N+](=O)[O-])cc1)c1ccccc1 (configuration not stated)	17%	0%	4%	16%	-27%	-15%	11%	-1%
N=C(SC1CC(=O)N(c2ccc(F)cc2)C1=O)N1N=C(c2ccccc2)CC1c1ccccc1 (configuration not stated)	-15%	-6%	4%	4%	-1%	i	-9%	-2%
COc1cc(C(=O)NCCc2ccc(F)cc2)c([N+](=O)[O-])cc1OC	0%	-1%	3%	-4%	8%	-51%[inhibitor]	nt	-19%
CC(C)OCc1ccc(C(=O)N2CCN(S(=O)(=O)c3ccc(Br)s3)CC2)cc1	5%	1%	-5%	10%	-17%	-6%	26%	12%
O=C(Cc1c[nH]c2ccccc12)NC1(C(=O)NC2CCCC2)CCCCC1	5%	-5%	-2%	-5%	3%	-12%	9%	2%
Cc1ccc(-n2ncc3c(NCc4ccco4)ncnc32)c(C)c1	-3%	16%	4%	1%	?	-54%[inhibitor]	-7%	-5%
Cc1ccc(NC(=O)C2CCN(S(=O)(=O)c3ccc4c(c3)OCCO4)CC2)nc1	-1%	-1%	2%	-18%	11%	-26%	11%	-1%
COc1cc(-c2ccc(NC(C)=O)c(OC)c2)ccc1NC(C)=O	-5%	6%	3%	1%	16%	-25%	12%	11%
COC(=O)c1ccc2c(c1)NC(=O)C(N1CCCC1)S2 (configuration not stated)	10%	-1%	3%	-3%	-6%	9%[57.5 µM]	25%	6%
CN1CCN(C(=O)C2=C[C@@H](C3CCCCC3)C[C@@H](OCCCCO)O2)CC1	22%	3%	-19%	4%	15%	-16%	-24%	0%
Cc1ccc(NC(=S)N2CCC(NC(=O)C3CCCCC3)CC2)cc1C	21%	5%	-6%	0%	-20%	-15%	-15%	-10%
O=[N+]([O-])c1ccc2c(c1N1CCCCC1)=NC1(CCCCC1)[N+]=2[O-]	-8%	15%	-5%	-15%	2%	-10%	9%	1%
CCOc1cc(C(=O)Nc2ccc(S(=O)(=O)N3CCCCC3)cc2)ccc1OCC(=O)N1CCOCC1	0%	5%	8%	-2%	7%	-50%[inhibitor]	nt	-2%
Cc1cccc(NC(=O)c2ccc3nccnc3c2)n1	0%	10%	-2%	-21%	-6%	10%	4%	-1%
CCCCNC(=O)C1CCC(CNS(=O)(=O)c2c(C)cc(C)cc2C)CC1 (configuration not stated)	-10%	-14%	5%	-2%	19%	-23%	-16%	4%
O=S(=O)(c1ccc(F)cc1F)N1CCCN(c2ccc(C(F)(F)F)cn2)CC1	-17%	15%	-2%	-10%	-1%	-25%	26%	17%
Cc1cc(OCc2cc(C(=O)NCc3csc(C(C)C)n3)no2)cc(C)c1Cl	13%	-6%	8%	4%	-12%	-44%[inhibitor]	nt	7%
CCOC(=O)COc1cccc2c(=O)n(CC(=O)NCc3ccccc3)ccc12	12%	-3%	9%	7%	23%	22%	-9%	0%
COc1cc(C=NNC(=O)Cn2nc(C)cc2C)ccc1OC(=O)C1CC1	2%	-6%	-2%	17%	9%	-43%[inhibitor]	-4%	1%[1.84 µM]
CC1=C(C(=O)Nc2ccc(CC(=O)NCc3ccccc3C)cc2)SCCO1	-4%	-6%	0%	-17%	3%	-5%	24%	8%
CC(C)CNc1ncnc2[nH]ncc12	3%	8%	3%	-6%	-10%	i	15%	6%
Cc1cc(-c2cc(C)c(N)cc2C)c(C)cc1N	?	9%	2%	14%	-22%	i	18%	-9%
COCCN(C/C=C/c1ccccc1)C/C=C/c1ccccc1	-1%	3%	2%	-4%	-12%	i	26%	8%
O=C(NCCc1ccc(Cl)cc1)c1ccc(CNc2c(N3CCOCC3)c(=O)c2=O)cc1	-1%	1%	-10%	-19%	11%	i	-2%	4%
Cc1cc(OCC(=O)NC(C)C)ccc1Cl	-1%	8%	-1%	5%	11%	-15%	-9%	-7%
CSc1ccc(S(=O)(=O)N2CCC(C(=O)N3CCc4ccccc4C3)CC2)cc1	-1%	2%	6%	-7%	1%	i	38%	6%
CCn1cc(CNC(=O)/C=C/c2cnn(C)c2)c(C)n1	20%	2%	6%	21%	-30%	i	nt	0%
COc1cc(C(=O)COC(=O)c2ccc3c(c2)OCCO3)cc(OC)c1OC	-9%	20%	22%	-1%	-1%	-48%[inhibitor]	35%	-13%
CCN(CC)c1ccc(NC(=O)c2ccccc2F)cc1S(=O)(=O)Nc1ccccc1OC	2%	13%	-3%	?	12%	i	nt	-34%[inhibitor]
CC(C)C(=O)N1CCCC1(C)C(=O)Nc1ccc(-n2cncn2)cc1 (configuration not stated)	0%	-6%	-11%	4%	-4%	2%	-28%	0%
Cc1ccc(C(=O)Nc2nc(C)c(C)s2)o1	3%	10%	7%	5%	-9%	-42%[inhibitor][57.5 µM]	-6%	-10%
Cc1cc([N+](=O)[O-])nn1CCCC(=O)Nc1c(C)n(C)n(-c2ccccc2)c1=O	2%	9%	8%	3%	7%	i	1%	-1%
O=C(CCNS(=O)(=O)c1ccc(Br)s1)NCc1ccc2c(c1)OCO2	-5%	11%	4%	-29%	-7%	i	5%	1%

Screening data as filed in PubChem BioAssay.

A portion of the library (hit frequency here may not be typical).
